Cneo AK release – causes C. neoformans cell lysis; adenylate kinase release luminescence, 4 h; normalised: neutral wells 0, clomiphene wells 100; lysis activity, % at 15 µM; actives 0.2% (n = 360,000); AID 651654;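 active = mean lysis activity across replicates of at least 80%, whatever share of replicates individually reach that level; inactive = mean lysis activity below 80%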
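Assay system: C. neoformans cells. Amount: yeast cell density of 5 × 10^6 cells/mL. Technique: AK luminescence. Buffer or medium: YPD. Times: static 4 h at 37 °C with compound, 1 h detection. Dosing: single-point compound dose. Read-out: lysis from increased AK signal.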
miR122 inh – blocks miR-122 activity in Huh7 sensor cells | Huh7 miR-122 Renilla luciferase sensor, 48 h; neutral wells = 0, positive control = 100 | activation (reporter increase), % at 12.5 µM | actives 0.3% (n = 340,000) | AID 602342;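 active = mean replicate activation score at least 90 and every replicate individually at or above 90; inconclusive = only one of the two criteria met; inactive = neither criterion met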;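 note: higher luciferase means less miR-122 activity so hits act as miR-122 inhibitors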
PGC1a acetyl inh – PGC1a acetylation modulation, inhibitor mode; U2OS PGC1a acetylation, AlphaScreen anti-acetyl-lysine; with virally co-expressed GCN5 acetyltransferase; inhibition, % at 15.6 µM; actives 0.17% (n = 350,000); AID 651687;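 active = every replicate shows inhibition of at least 40%; inconclusive = mean inhibition at least 40% but some replicate below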;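 note: 0% = neutral control wells and 100% = positive control wells; some results beyond the cut were filed as inactive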
Starred values were filed as active, the others as inactive; u = inconclusive.

SMILES	Cneo AK release	miR122 inh	PGC1a acetyl inh
CSc1ccc(Cl)c(C(=O)OCC(=O)N2CCOCC2)c1	-1	6	-24
CCC(C)NC(=O)C1CCCN(c2nc(C)cc(OC)n2)C1 (stereo not drawn)	5	6	-5
C=CCn1cc(/C=N\NC(=O)c2cc3c(ccc4ccccc43)o2)c2ccccc21	-2	1	-11
O=C1CC(c2ccc(F)c(Br)c2)C2=C(CCCC2=O)N1 (stereo not drawn)	1	-5	-11
CCc1ccc(OCC(=O)N(C)C2CCS(=O)(=O)C2)cc1 (stereo not drawn)	1	-1	2
Cc1cc(C)c(NC(=O)CSc2nnc(-c3ccncc3)n2Cc2ccco2)c(C)c1	0	-3	-3
CCOC(=O)N1CCN(C(=O)c2ccc3c(c2)NC(=O)C(N2CCOCC2)S3)CC1 (stereo not drawn)	-1	-2	1
Cc1cccc(OCCCC(=O)Nc2nccs2)c1	1	-1	-22
O=C(N/N=C/c1ccc(O)cc1)c1csc2ccccc12	1	1	5
C#CCOCCOCCOCCNc1nc(N2CCN(C(=O)[C@H](CCC(=O)O)n3cc(C(N)CC(C)C)nn3)CC2)nc(N2CCN(C(=O)[C@H](Cc3ccc(O)cc3)n3cc(C(N)CC(C)C)nn3)CC2)n1 (stereo partly drawn)	2	5	-9
C[C@]1(C(=O)NCCCNc2ncc(C(F)(F)F)cc2Cl)C=C[C@@H](Cc2ccccc2)N1C(=O)c1ccccc1	0	-5	5
O=C(/C=C/c1cccs1)c1cc(Br)ccc1OC(=O)N1CCOCC1	1	u	8

Three compounds out of the list above, ordered by the value under miR122 inh, highest first.
Structure	miR122 inh
CCOC(=O)N1CCN(C(=O)c2ccc3c(c2)NC(=O)C(N2CCOCC2)S3)CC1 (stereo not drawn)	-2
Cc1cc(C)c(NC(=O)CSc2nnc(-c3ccncc3)n2Cc2ccco2)c(C)c1	-3
O=C1CC(c2ccc(F)c(Br)c2)C2=C(CCCC2=O)N1 (stereo not drawn)	-5

More records
SMILES	Cneo AK release	miR122 inh	PGC1a acetyl inh
CC1(C)Cc2c(c(=S)nc(-c3ccccc3)n2CCCN2CCOCC2)CO1	2	1	-17
O=C(O)C1(P(=O)(c2ccccc2)c2ccccc2)CCC1	0	-1	-7
Cc1cc(C)cc(N2C(=O)CC(n3ccnc3)C2=O)c1 (stereo not drawn)	-2	3	16
CC(C)CCn1nnnc1C(c1ccccc1)N1CCN(C)CC1 (stereo not drawn)	-2	0	7
CC1CCCCC12NC(=O)N(CC(=O)Nc1sc3c(c1C(N)=O)CCC3)C2=O (stereo not drawn)	-2	1	2
Cc1ccc2nc(N3C(=O)C(O)=C(C(=O)c4cc5ccccc5o4)C3c3cccs3)sc2c1 (stereo not drawn)	-3	-2	2
Clc1cccc(Cl)c1/C=C/c1nc2ccccc2[nH]1	-25	2	-1
O=S(=O)(/N=C/c1ccccc1O)c1cccs1	-2	-4	-8
Cc1nn(C)c(C)c1S(=O)(=O)N1CCc2ccccc21	2	7	-31
COc1ccccc1OCc1csc(NC(=O)c2ccco2)n1	1	3	-12
Cc1noc(NS(=O)(=O)c2ccc(N/C=C\C(=O)c3ccc4c(c3)OCO4)cc2)c1C	5	-1	7
Cc1cccc(C(=O)NC(=S)Nc2ccc(S(=O)(=O)N(C)c3ccccc3)cc2)c1	7	0	-6
CC1CC(C)CN(C(=O)c2ccc3c(c2)N(Cc2ccccc2)CCS3)C1 (stereo not drawn)	0	83	-6
CCOC(=O)C1C(=O)CC(C)(O)C(C(=O)OCC)C1c1cccs1 (stereo not drawn)	3	3	2
c1cncc(-c2noc(-c3ccco3)n2)c1	4	-2	-12
CCOc1cc(CN2CCN(c3cccc(C(F)(F)F)c3)CC2)ccc1OC	8	-3	-2
COc1cc(C(=O)OCC(=O)N(C)Cc2ccccc2)cc(OC)c1OC	2	0	10
C/C(Cl)=C\Cn1c(N2CCCCCC2)nc2c1c(=O)n(C)c(=O)n2C	-3	-5	-15
COC(=O)C1CCN(C(=O)COC(=O)c2cc(-c3ccccc3)nc3ccc(OC)cc23)CC1	-2	2	-3
CCn1c2ccccc2c2cc(/C=N/n3cnnc3)ccc21	-2	-5	2
Cc1ccc(-c2cc3nc(-c4ccccc4)cc(N4CCOCC4)n3n2)cc1	-3	1	1
O=C(CCN1CCc2ccccc21)c1ccc2c(c1)OCCO2	-1	-6	-1
O=C(CSc1nc2ccccc2nc1SCC(=O)N1CCCCC1)N1CCCCC1	4	-10	-12
CCOc1ccc(-c2nnn(CC(=O)c3cc(OC)ccc3OC)n2)cc1	1	3	6
O=c1cc[nH]c2c(C(F)(F)F)cccc12	-1	5	9
CCc1cc2c(N3CCN(c4nnc(CC)s4)CC3)ncnc2s1	-3	-5	-53
CCCC(=O)C1=C(O)C(C(=O)OC)C(C)(C)CC1=Nc1ccccc1 (stereo not drawn)	-4	0	-14
COc1ccc(Cl)cc1C(=O)OCC(=O)NC(=O)c1cccn1C	-15	3	-8
CCc1nnc(NC(=O)c2ccc(Cl)c(S(=O)(=O)N3CCc4ccccc43)c2)s1	-2	13	-5
Cc1onc(-c2ccccc2)c1C(=O)NCCN1CCOCC1	-2	5	-4
CCOC(=O)C1=C(C)NC(SC(C)=O)=NC1c1ccc(OC(C)=O)c(OC)c1 (stereo not drawn)	-2	3	-6
O=C(c1cnc2n(c1=O)CCS2)N1CCN(C(c2ccccc2)c2ccc(Cl)cc2)CC1 (stereo not drawn)	-6	3	-24
CSCC[C@H](NC(=O)NCCc1ccc(F)cc1)C(=O)O	-1	-2	5
Cc1nc2c(C(=O)NCc3ccc4c(c3)OCO4)c[nH]n2c(=O)c1Cl	5	-8	-4
CC1CC(=O)C2=C(C1)Nc1ccccc1N=C2 (stereo not drawn)	9	-8	8
CCOc1ccc(-c2nc(CSCC(=O)NC3CC3)c(C)o2)cc1	0	4	-3

Individual results from the results shown.
Reading of CCOc1ccc(-c2nc(CSCC(=O)NC3CC3)c(C)o2)cc1 in miR122 inh: 4
Reading of CCc1cc2c(N3CCN(c4nnc(CC)s4)CC3)ncnc2s1 in PGC1a acetyl inh: -53
Reading of COc1ccc(Cl)cc1C(=O)OCC(=O)NC(=O)c1cccn1C in PGC1a acetyl inh: -8

(cont.)
SMILES	Cneo AK release	miR122 inh	PGC1a acetyl inh
O=C(Nc1nc2ccccc2n1CCN1CCOCC1)c1cn(-c2ccccc2)nc1-c1ccccc1	18	-2	-19
N#Cc1ccccc1Sc1ccccc1C(=O)Nc1ccccc1	0	3	4
COC(=O)Cn1c(=N)n(CCN2CCCCC2)c2ccccc21	2	-2	-15
COc1ccc(N2CCN(C(=O)COc3ccc4c(C)c(C)c(=O)oc4c3C)CC2)cc1	0	2	-3
CCN1CCN(C(c2ccccn2)c2c(NC(=O)c3ccccc3)sc(C)c2C)CC1 (stereo not drawn)	-1	-24	6
COc1cc(OC)c(C(=O)Nc2ncn[nH]2)cc1OC	0	-5	12
Cc1c(C(=O)Nc2ccc(OC(F)(F)F)cc2)sc2nc3n(c(=O)c12)CCC3	7	-1	-9
CCN(c1ccccc1)S(=O)(=O)c1ccc(F)cc1	-3	-6	-3
Cc1ccc(NC(=O)CN(C)S(=O)(=O)c2cccs2)cc1F	0	-7	-3
CCOc1ccccc1C1CC(=O)Nc2cc(OC)c(OC)c(OC)c21 (stereo not drawn)	0	3	9
O=C(c1cccs1)N1CCN(CCc2ccccc2)CC1	1	-7	-1
O=C1/C(=C/c2ccc3c(c2)OCO3)Oc2cc(OCC(=O)N3CC(O)C[C@H]3C(=O)O)ccc21 (stereo partly drawn)	-7	-3	-4
CCOC(=O)c1cnc2ccc(OC)cc2c1Nc1ccc2c(c1)OCCO2	3	1	-24
COc1ccc(CNC(=O)c2noc3c2CCCC3)cc1	-2	-1	0
C/C(=N\NC(=O)c1cccc(C)c1)c1ccc(N2CCOCC2)cc1	4	3	-12
O=C(CC(NS(=O)(=O)c1ccc(Cl)cc1)c1ccco1)NCc1cccnc1 (stereo not drawn)	1	3	0
N#Cc1cccnc1N1CCN(C(=O)c2cccc3c2C(=O)c2ccc(-c4ccc(Cl)c(C(F)(F)F)c4)cc2S3(=O)=O)CC1	0	1	6
CC(C)C(c1nnnn1Cc1ccc(F)cc1)N1CCN(C2CCCCC2)CC1 (stereo not drawn)	13	1	6
COc1ccc(C)cc1NC(=O)CN1CCN(S(=O)(=O)c2ccc(Br)cc2)CC1	5	-3	-5
Cc1onc(-c2ccccc2Cl)c1C(=O)Nc1c(C)n(C)n(-c2ccccc2)c1=O	-1	-4	7
O=C(CSc1nnc(-c2cccs2)n1Cc1ccccc1)N1CCc2ccccc2C1	2	-6	-4
CCOC(=O)c1cnc(-c2ccccc2)nc1Oc1cccc(Cl)c1	0	0	5
COc1ccc(-c2cc(C(F)(F)F)nc(SCCC(=O)Nc3cc(C)on3)n2)cc1	2	-2	-5
CCCOC(=O)C1=C(C)NC2=C(C(=O)CC(C)(C)C2)C1c1ccc(N(C)C)cc1 (stereo not drawn)	0	15	-17
O=C(CCN1C(=O)c2ccccc2C1=O)Nc1ccncc1	1	1	5
Cc1c(C(=O)OCCOC(C)C)[nH]c2c1C(=O)CC(c1ccco1)C2 (stereo not drawn)	-2	55	-9
Cc1ccc(-c2nnn(CC(=O)N(Cc3ccc(F)cc3)C(C(=O)NC3CCCC3)c3ccncc3)n2)o1 (stereo not drawn)	0	-5	-14
O=C(Nc1ccccc1C(=O)NC(Cc1c[nH]c2ccccc12)C(=O)O)c1ccco1 (stereo not drawn)	0	4	15
COc1ccc(Cl)cc1NC(=O)C12CCC(C)(C(=O)O1)C2(C)C (stereo not drawn)	3	3	-17
Cc1ccc(C)c(-n2c(CNC(=O)c3ccco3)nnc2SCC(=O)N2CCc3ccccc32)c1	1	2	6
CCOC(=O)c1c(-c2cccs2)csc1NC(=O)CN1CC(C)OC(C)C1 (stereo not drawn)	0	-1	4
COc1ccc(Cl)cc1NC(=O)c1ccco1	1	5	-4
Cc1cccc(NC(=O)c2sc(NC(=O)c3ccco3)c(C#N)c2C)c1C	1	6	-5
COc1ccc(Cl)cc1NC(=O)CN(c1ccccc1)S(=O)(=O)N(C)C	0	-1	3
COc1ccc(C2/C=C\CC(NC(=O)OCC3c4ccccc4-c4ccccc43)CC(=O)N2Cc2ccccc2F)cc1 (stereo not drawn)	-2	-4	7
O=C(c1ccccc1)N1CCN(C(=O)c2ccccc2)C1c1ccccc1	-3	7	-4

Random excerpt: 7 entries already listed.
SMILES	Cneo AK release	miR122 inh	PGC1a acetyl inh
COc1ccc(N2CCN(C(=O)COc3ccc4c(C)c(C)c(=O)oc4c3C)CC2)cc1	0	2	-3
O=C(N/N=C/c1ccc(O)cc1)c1csc2ccccc12	1	1	5
COc1ccccc1OCc1csc(NC(=O)c2ccco2)n1	1	3	-12
O=C(CSc1nc2ccccc2nc1SCC(=O)N1CCCCC1)N1CCCCC1	4	-10	-12
Cc1cc(C)cc(N2C(=O)CC(n3ccnc3)C2=O)c1 (stereo not drawn)	-2	3	16
Cc1ccc2nc(N3C(=O)C(O)=C(C(=O)c4cc5ccccc5o4)C3c3cccs3)sc2c1 (stereo not drawn)	-3	-2	2
COc1cc(OC)c(C(=O)Nc2ncn[nH]2)cc1OC	0	-5	12

(more compounds)
SMILES	Cneo AK release	miR122 inh	PGC1a acetyl inh
O=C(N/N=C/c1cccc(OC2CSC2)c1)c1ccccc1O	1	-2	-18
O=C(Nc1ccccc1Cl)c1ccccc1Oc1ccc(C(F)(F)F)cc1[N+](=O)[O-]	2	-3	-23
CCCC(=O)Nc1nnc(S(=O)(=O)N(C)Cc2ccco2)s1	2	-1	-5
COc1ccc(OCCSc2nnc(-c3ccc(OC)cc3)n2N)cc1	0	-8	2
CCc1ccc2[nH]c(=O)c(CN(CCN(C)C)C(=O)Nc3ccccc3OC)cc2c1	-1	14	-12
Cc1ccc(NC2=CC(=O)OC(C)C2)cc1 (stereo not drawn)	0	-8	-15
Cc1cccc(Oc2ncc(-c3ccc(Cl)cc3)cn2)c1C	-1	-1	-12
CCCCN(C)C(=O)c1ccc(S(=O)(=O)N2CCOCC2)cc1	5	0	-5
Cc1ccc(NC(=O)N/C=C/c2ccccc2)cc1	-3	-1	-6
CC(C)(C)c1nn(-c2ccccc2)c2nc(Cl)c(C=O)cc12	10	-4	0
C=CCn1c(SCC(=O)Nc2nc(C)cs2)nnc1C(CO)NC(=O)c1ccccc1 (stereo not drawn)	5	-1	0
CC1=C(C(=O)NCc2ccccc2)C(c2cccs2)n2ncnc2N1 (stereo not drawn)	3	7	12
O=S(=O)(Cc1ccccc1)Nc1ccc(S(=O)(=O)NCC2CCCO2)cc1 (stereo not drawn)	-4	13	32
C=CCOC(=O)C1=C(C)NC(SCC)=C(C#N)C1c1ccc(Cl)cc1 (stereo not drawn)	3	-12	u
NC(=O)CC1SC(N)=NC1=O (stereo not drawn)	-2	-6	11
Clc1ccc(-c2nnc3sc(-c4ccc(Br)o4)nn23)c(Cl)c1	0	3	10
N/C(Cc1cccs1)=N\OC(=O)COc1ccc(Br)cc1Cl	-8	-5	9
Cc1ccc2nc(SCc3nnc(-c4ccccc4Br)o3)[nH]c2c1	1	4	-14
Cc1ccc(Cn2nnc3c(=O)[nH]c(C4CCN(C(=O)c5cccs5)CC4)nc32)cc1	0	-21	2
O=S(=O)(NCCc1ccccc1)c1cccc(S(=O)(=O)N2CCOCC2)c1	-2	150*	1
N#CC1=C(N)NC(SCC(=O)Nc2ccccc2)=C(C#N)C12CCCC2	2	-2	4
O=C(O)c1ccc(S(=O)(=O)NC2CCCc3ccccc32)cc1 (stereo not drawn)	-1	0	-1

Source: PubChem BioAssay (Broad Institute)

Not all compounds are listed. The share of hits here may be higher or lower than overall.
